MBNL1 CUG block: inhibitors of human MBNL1 binding to CUG repeat RNA; TR-FRET MBNL1-His/biotin-(CUG)12 binding, 665/545 ratio; actives 0.036% (n = 280,000); Q9NR56; Potency, µM (top dose mostly 57.5 µM), without a hit: at the highest dose activity change, negative = inhibition, actives largely listed as inhibitors; AID 2675; active = well fitted inhibition curve with a large enough effect in the signal ratio, with a control signal flat, not every such curve was filed as active; inconclusive = small, poorly fitted or top-dose-only effect, or effect the other way, or a change in a side signal; inactive = no such curve, though single readings can be large or run the other way; the % refers to the signal ratio; also: potency is read from the fitted curve at half-maximal effect; % is scaled to controls: 0 for no effect and ±100 for the full control effect
Target sequence (Q9NR56 whole entry, looked up): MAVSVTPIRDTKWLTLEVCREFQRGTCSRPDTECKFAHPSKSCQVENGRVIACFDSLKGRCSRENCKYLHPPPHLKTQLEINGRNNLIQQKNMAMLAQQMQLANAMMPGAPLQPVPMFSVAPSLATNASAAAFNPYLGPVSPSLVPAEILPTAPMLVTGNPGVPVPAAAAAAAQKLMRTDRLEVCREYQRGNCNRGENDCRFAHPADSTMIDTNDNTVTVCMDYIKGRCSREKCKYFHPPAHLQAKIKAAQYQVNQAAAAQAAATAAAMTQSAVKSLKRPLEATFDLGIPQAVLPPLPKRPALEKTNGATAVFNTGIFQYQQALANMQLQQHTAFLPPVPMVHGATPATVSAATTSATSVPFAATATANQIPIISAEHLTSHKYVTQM
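Inhibition of protein-RNA binding appears as loss of TR-FRET between terbium anti-His antibody on MBNL1-His and streptavidin-XL665 on biotin-(CUG)12. Activity is normalized to buffer-only and uninhibited-complex controls.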
Mito fusion yeast: inhibitors of mitochondrial division or activators of mitochondrial fusion; Potency, µM (doses to about 46.1 µM), without a hit: at the top dose growth rescue (activation), usual class: activators; actives 0.23% (n = 320,000); S. cerevisiae fusion-defective mutant growth rescue, CellTiterGlo 48 h; AID 485298;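 also: potency is read from the fitted curve at half-maximal effect; % of control where 0% means no effect; nearly all actives have a fitted effect of over 45% in size; temperature-sensitive fusion mutants such as fzo1-1 at 37 °C on non-fermentable ethanol glycerol medium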
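Compounds are tested for their ability to restore growth of mitochondrial fusion-defective yeast strains at non-permissive 37C in YPEG medium over 48 hours. Viability is quantified by luciferase luminescence.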
PTAP TSG101 blk: blocks PTAP/TSG101 interaction to inhibit HIV-1 budding. Potency, µM (titrated, usually from 115 µM), inactives show at the top dose activity change, negative = inhibition, most hits filed as inhibitors. AID 493005. Q99816. Fluorescence polarization, FITC-PTAP peptide / Tsg101 binding. 340,000 tested, under 10 active; active = well fitted inhibition curve with a large enough effect in the main read-out, with a control signal flat, not every such curve was filed as active; inconclusive = small, poorly fitted or top-dose-only effect, or effect the other way, or a change in a side signal; inactive = no such curve, though single readings can be large or run the other way; also: potency is read from the fitted curve at half-maximal effect; % of control where 0% means no effect
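Fluorescence polarization binding of Tsg101 binding domain (10 uM final) to FITC-labeled PTAP peptide (50 nM final) in HEPES pH 7.5 buffer with NaCl, Tween 20, EDTA, TCEP. Compounds added before peptide; binding 20 min at RT.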
TCR activator: activates T cell receptor signaling | primary human leukocytes, anti-CD3, IL-2 HTRF, 48 h | Potency, µM (highest dose often 9.22 µM), inactives show at the top dose activation of IL-2 secretion, actives largely listed as activators | 330,000 tested, under 10 active | AID 504894; also: % of control where 0% means no effect
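HTRF read-out of IL-2 secretion: europium cryptate donor excited at 320nm, d2 acceptor emission at 665nm. Cells were primary human leukocytes incubated 48 hr with compounds and a-CD3 beads, supplying TCR signal only.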
a7 integrin act: activates integrin-mediated alleviation for muscular dystrophy. alpha7betagal myoblasts, beta-gal FDG fluorescence, 48 h. Potency, µM (highest dose often 38.3 µM), without a hit: at the highest dose activation, usual class: activators. actives 0.064% (n = 350,000);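 also: potency is read from the fitted curve at half-maximal effect; 100% = response of the positive control SU9516; nearly all actives have a fitted effect of over 60% in size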
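Alpha7betagal+/- myoblasts (passage 13) were plated 16-24 hr, then exposed to compounds (1:260 dilution of DMSO stock) for 48 hours at 37C. After MPER lysis, β-galactosidase reporter activity was read as FDG fluorescence (ex 480/em 540) after 30 minutes.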
TSHR antag: human thyrotropin receptor antagonism | P16473 | TSHR-expressing cells, TSH-stimulated cAMP HTRF, 2 h; hits give low values | activity change, negative = inhibition, % at 11.5 µM | actives 0.2% (n = 330,000);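 active = activity change below a set negative limit, meaning inhibition stronger than a set level, cut at about -70% in these data; inconclusive = activity change between two set negative limits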; also: % is scaled to controls: 0 for no effect and ±100 for the full control effect
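Cell-based HTRF cAMP assay; TSHR cells + compound, TSH EC80 (4nM final), 2 h, 37 deg C. Lysis with anti-cAMP cryptate and cAMP-d2, 30 min RT, read 665/620 nm.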
CXXC DNA block: MLL CXXC-DNA interaction inhibition; Q03164; actives 0.037% (n = 290,000); AID 2662; Potency, µM (doses to about 115 µM), for the others: at the top dose activity change, negative = inhibition, actives largely listed as inhibitors; MLL-CXXC / FITC-HOXA9 DNA fluorescence polarization; active = well fitted inhibition curve with a large enough effect in the polarisation, with a control signal flat, not every such curve was filed as active; inconclusive = small, poorly fitted or top-dose-only effect, or effect the other way, or a change in a side signal; inactive = no such curve, though single readings can be large or run the other way; the % refers to the polarisation; also: potency is read from the fitted curve at half-maximal effect
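Fluorescence polarization: 7 uM MLL-CXXC (stock) preincubated 5 min with compounds, then 50 nM fluorescein-HOX-A9 DNA (stock) added; 30 min ambient. Buffer 50 mM Tris-HCl pH 7.5, 50 mM NaCl, 1 mM DTT, 0.05% BSA.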
ASM inhibitor: blocks human secretory acid sphingomyelinase | placental ASM, HMU-PC fluorogenic substrate, 60 min | Potency, µM (titrated, usually from 57.5 µM), without a hit: top-dose activity change, negative = inhibition, usual class: inhibitors | actives 0.006% (n = 340,000) | P17405; also: potency is read from the fitted curve at half-maximal effect
Target sequence (P17405 47-631 limits assumed): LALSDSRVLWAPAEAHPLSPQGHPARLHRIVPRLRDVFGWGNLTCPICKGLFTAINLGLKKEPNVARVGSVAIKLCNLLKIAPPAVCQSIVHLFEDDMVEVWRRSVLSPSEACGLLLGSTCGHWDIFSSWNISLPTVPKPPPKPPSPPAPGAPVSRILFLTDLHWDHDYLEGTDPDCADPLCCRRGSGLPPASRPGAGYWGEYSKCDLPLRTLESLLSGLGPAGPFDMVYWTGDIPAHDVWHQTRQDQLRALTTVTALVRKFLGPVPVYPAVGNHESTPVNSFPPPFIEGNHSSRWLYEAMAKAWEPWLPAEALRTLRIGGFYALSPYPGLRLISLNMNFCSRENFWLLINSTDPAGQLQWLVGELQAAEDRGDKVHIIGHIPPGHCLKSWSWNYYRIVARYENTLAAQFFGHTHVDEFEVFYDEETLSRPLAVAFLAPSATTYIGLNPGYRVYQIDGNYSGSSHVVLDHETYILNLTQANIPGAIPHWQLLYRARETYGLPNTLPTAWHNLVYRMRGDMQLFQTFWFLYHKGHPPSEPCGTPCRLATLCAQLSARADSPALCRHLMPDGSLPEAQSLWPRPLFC
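Human placenta-derived ASM preincubated with compound 10 min at room temperature, then reacted with 9 uM (final) fluorogenic HMU-PC substrate for 60 min at 37 C. Stop solution raises pH to 10; fluorescence read at Ex 386/Em 447 nm.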
AT treatment: potential ataxia-telangiectasia treatment. […] A-T fibroblasts, KAP-1 phosphorylation AlphaLISA; neocarzinostatin DNA damage 30 min before lysis. Potency, µM (titrated, usually from 57.5 µM), inactives show at the highest dose activation, usual class: activators. actives 0.19% (n = 320,000). AID 485349; also: potency is read from the fitted curve at half-maximal effect; % of control where 0% means no effect; nearly all actives have a fitted effect of over 45% in size
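hTERT-immortalized A-T patient fibroblasts ([…]), 500 cells/well in OPTI-MEM, 1% FBS, got compounds for 60 min, then NCS for 30 min at 37C. Lysates were then assayed for phospho-KAP-1 by AlphaLISA (anti-pKAP1 donor, anti-KAP1 acceptor beads), 6 hr at 25C.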
Menin-MLL TR inh: menin-MLL binding inhibition, Texas Red mutant peptide. Menin + Texas Red MLL mutant peptide, fluorescence polarization. Potency, µM (series often up to 61.6 µM), for inactives: top-dose FP activity change, negative = inhibition, actives largely listed as inhibitors. actives 0.23% (n = 270,000). AID 1768; active = well fitted inhibition curve with a large enough effect in the polarisation, with a control signal flat, not every such curve was filed as active; inconclusive = small, poorly fitted or top-dose-only effect, or effect the other way, or a change in a side signal; inactive = no such curve, though single readings can be large or run the other way; the % refers to the polarisation; also: potency is read from the fitted curve at half-maximal effect; % of control where 0% means no effect; many of its hits are not listed in these tables
Active calls of the source: *; ? = inconclusive; / = no result given; [ ] = another dose, or the depositor's remark. Unless noted, calls follow the shape of the dose curve; as a rule, active = well fitted curve in the direction sought with a large enough effect; inconclusive = small, poorly fitted or top-dose-only effect, or another doubt; inactive = no such curve, though single readings can be large; an effect the other way counts as inactive or inconclusive. Some of the compounds tested; count on the stated rates, not on these rows.

SMILES	MBNL1 CUG block	Mito fusion yeast	PTAP TSG101 blk	TCR activator	a7 integrin act	TSHR antag	CXXC DNA block	ASM inhibitor	AT treatment	Menin-MLL TR inh
NNC(=O)c1ccc(Cl)cc1Cl	/	-0.4%	-1.0%	-1.1%[46.1 µM]	28.2%	0.4	-7.4%	1.4%	-4.2%	18.5%
O=C(c1ccc([N+](=O)[O-])cc1)N1CCC(n2nnc3cc(F)ccc32)CC1	-20.9%	11.3%	-6.3%	0.9%	-5.5%	7.8	0.0%	0.2%	8.2%	-17.1%
Cc1nnc(SCC(=O)Nc2ncc(Cl)cc2Cl)n1Cc1ccccc1	-1.9%	1.2%	1.8%	0.8%	-16.8%	34.7	-4.0%	-0.6%	/	-15.5%
CCOC(=O)[C@H]1[C@H]2COc3ccc(Br)cc3[C@@H]2N2C(=O)CN(Cc3ccc(Cl)cc3)C(=O)[C@@]12C	/	/	-3.0%	4.3%	-23.5%	-13.5	/	-2.9%	5.6%	/
CCOc1ccccc1CNC(=O)c1ccccc1NC(=O)C1=CSCCO1	-3.2%	15.5%	0.6%	8.7%	-39.9%[inhibitor]	-32.5	15.2%	1.5%	7.8%	/
O=C(/C=C/c1ccco1)N1CCC(Cc2ccccc2)CC1	3.1%	-4.0%	-3.9%	-5.4%	-1.4%	-11.2	2.4%	-3.6%	8.7%	?
COc1cc(C)ccc1OCCOCCOc1cccc2ccc(C)nc12	10.9%	-1.2%	-8.4%	1.1%	-39.1%	-9.2	1.9%	0.3%	6.1%	-16.8%
CC(=O)Nc1ccc(NC(=O)C(C)OC(=O)CC2CCCC2)cc1 (centres undefined)	/	-0.9%	-0.9%	9.0%	1.6%	-0.2	/	3.6%	-5.3%	/
C=CCN(C(=O)CSc1nnnn1C)c1nc(-c2ccccc2)cs1	/	-10.7%	-0.7%	-8.4%	-0.2%	-24.6	/	-15.7%	3.6%	/
Cc1cccc2nc3c(nc12)CCCC3	8.9%	-3.7%	1.2%	4.3%	0.8%	-4.3	3.6%	5.6%	-4.3%	-5.7%
CC(C)N(CC#CCC1(O)c2ccccc2-c2ccccc21)CCO	-5.8%	-4.3%	-7.7%	-29.6%	-25.2%	-28.6	21.7%	-1.3%	-5.3%	-14.8%
CSc1nc2ccc(S(=O)(=O)Nc3c(C)n(C)n(-c4ccccc4)c3=O)cc2s1	-4.3%	-0.5%	-1.5%	/	16.8%	-15.2	1.2%	10.9%	15.8%	-9.9%
O=C(Oc1cccnc1)c1cc2ccccc2oc1=O	?	0.0%	-4.2%	3.2%	15.7%	11.3	13.5%	-4.9%	-1.0%	7.8%
Cc1ccc(CN2CC[C@H]3C=CCc4cccc(c43)C2)cc1	/	-3.8%	/	-1.2%	-21.5%	-3.4	/	9.0%	?	/
O=C(N/N=C/c1ccc(Cl)s1)c1ccccc1[N+](=O)[O-]	?	-2.9%	0.4%	2.9%	21.8%	-6.6	-9.0%	-2.1%	-3.8%	/
NS(=O)(=O)c1ccc(NC(=O)Nc2ccc(C(F)(F)F)cc2)cc1	/	0.9%	-3.3%	3.6%	?	3.0	-5.0%	-12.6%	2.7%	/
COc1ccc(NC(=O)c2ccc(COCC(F)(F)F)cc2)cc1OC	/	-4.0%	-1.1%	-0.5%	-19.3%	-7.6	13.8%	1.5%	1.7%	18.0%
Cc1nc(NC(=O)c2ccccc2)sc1-c1csc(Nc2cccc(Cl)c2)n1	22.3%	0.6%	/	/	/	-27.5	32.2%[activator]	/	0.8%	?
O=C(c1ccco1)c1coc2c1cc(O)c1ccccc12	18.0%	-3.9%	-7.5%	4.8%	-37.0%	-1.2	5.4%	-2.3%	1.1%	?
COc1ccc(OC)c(NC2c3ccccc3C(=O)N2c2cccnc2)c1 (centres undefined)	-4.8%	0.7%	-2.1%	-1.6%	17.3%	7.9	-12.5%	6.2%	0.7%	-14.7%[11.7 µM]
O=C(O)c1ccc(NC(CSCc2cccc(F)c2)C(=O)O)c([N+](=O)[O-])c1 (centres undefined)	?	-3.3%	-9.7%	7.0%	16.2%	1.5	-9.3%	-0.2%	/	13.6%
COc1ccc(N2CC(C(=O)OCC(=O)NCc3ccccc3)CC2=O)cc1 (centres undefined)	-6.5%	-0.2%	1.4%	-1.6%	-24.0%	-10.6	-5.5%	-1.3%	4.4%	-16.6%
O=C(COC(=O)c1ccc(-c2ccc([N+](=O)[O-])cc2)o1)NC(=O)NC12CC3CC(CC(C3)C1)C2	/	10µM*	-0.2%	-1.2%[46.1 µM]	20.1%	-10.9	-4.6%	-6.2%	0.1%	6.6%
O=C(CC(c1ccccc1)c1ccccc1O)NCc1ccco1 (centres undefined)	-2.5%	0.1%	-1.0%	-4.2%	-3.9%	-3.7	-7.5%	-2.0%	-2.2%	2.0%
COc1ccc(NC(=O)c2ccc(NC(=O)c3ccco3)cc2)c(OC)c1	-0.3%	2.2%	-1.9%	10.4%	-7.6%	3.8	16.2%	-3.3%	1.0%	26.9%
CC(=O)c1c(C)[nH]c(C(=O)COC(=O)c2ccc3c(=O)n4c(nc3c2)CCC4)c1C	8.6%	-2.0%	-5.4%	-2.9%[46.1 µM]	4.4%	11.6	5.1%	17.9%	3.7%	8.9%
Fc1ccc(NC(=S)Nc2cccnc2)c(F)c1F	-4.5%	-0.1%	-3.7%	-8.2%	-25.6%	1.5	20.7%	3.1%	-4.6%	3.5%
CCOC(=O)/C(=C/c1ccc(Cl)cc1)NC(=O)c1ccco1	11.4%	-4.8%	-6.5%	8.2%[46.1 µM]	-17.7%	1.1	15.2%	-1.0%	5.9%	-7.1%
O=S(=O)(NC1=NCCCCC1)c1cccs1	0.9%	-1.6%	-0.9%	-0.8%	27.1%	0.0	-4.1%	5.1%	-12.3%	10.1%
CCc1sc(C(=O)Nc2nc(C)cs2)cc1C	-2.3%	-5.6%	-10.0%	0.7%	?	-18.3	2.6%	-0.8%	5.5%	21.0%
O=C(Nc1c(Cl)cccc1Cl)c1cc(=O)n(Cc2ccccc2)c(=O)[nH]1	6.6%	-0.4%	0.4%	/	0.1%	1.0	-1.9%	3.1%	-7.3%	9.3%
CC(=O)Nc1ccc(S(=O)(=O)CCC#N)cc1	?	-9.8%	-9.5%	6.7%[46.1 µM]	3.3%	-15.6	-0.3%	-0.7%	10.4%	-14.6%
Clc1ccc(-c2ccnc(-n3cccc3)n2)s1	28.2%	-3.4%	-6.2%	6.6%	-13.4%	-8.0	-3.8%	-8.8%	9.0%	?
CCn1c(CC(=O)Nc2ccc(C)cc2)nnc1SCC(=O)N1CCOCC1	3.0%	2.1%	-2.5%	7.8%	8.8%	10.2	7.7%	2.8%	-5.1%	8.3%
Cc1cccc(OCCOC(=O)C2CCN(S(=O)(=O)c3ccc(C)c(C)c3)CC2)c1	1.1%	2.1%	-10.2%	0.7%	12.9%	-22.7	0.6%	7.2%	-7.3%	0.9%
O=C(N/C(=N\O)c1ccccc1)Nc1ccc(Cl)cc1	0.5%	-0.8%	1.2%	10.5%	0.6%	9.8	-0.8%	5.4%	1.9%	4.2%
Cc1nn(C)c(C)c1NC(=O)COc1ccc(Cl)cc1Br	/	-2.9%	-9.5%	-4.3%	-15.6%	-30.5	/	2.6%	-1.1%	/
C=CCN(c1ccccc1OC)S(=O)(=O)c1cccc(C(=O)NCC(c2ccc(OC)cc2)N2CCCC2)c1 (centres undefined)	/	/	3.1%	0.3%	-51.1%[inhibitor]	/	/	1.8%	/	/
CCOCCCNC(=O)c1cn2c3c(ccc(Cl)c3c1=O)OC(C)C2 (centres undefined)	-4.4%	-2.7%	1.2%	-5.7%	5.0%	3.7	2.6%	3.3%	-5.3%	6.1%
Cc1ccc(NS(=O)(=O)c2cccc(C(=O)N(C)Cc3cccs3)c2)cc1	/	5.1%	-0.4%	4.4%	-5.3%	1.8	/	-0.1%	5.3%	/

High-throughput results deposited in PubChem BioAssay by National Center for Advancing Translational Sciences (NCATS).
